uPA generation = qHTS for Inhibitors of Cell Surface uPA Generation; Potency, µM (top dose mostly 38.3 µM), inactives show at the top dose activity change, negative = inhibition, actives largely listed as inhibitors; actives 0.31% (n = 330,000); cell surface uPA generation assay, qHTS; active = well fitted inhibition curve with a large enough effect; inconclusive = small, poorly fitted or top-dose-only effect; inactive = no such curve, though single readings can be large or run the other way; tested in mouse RAW 264.7 cells; also: potency is read from the fitted curve at half-maximal effect; % is scaled to controls: 0 for no effect and ±100 for the full control effect; nearly all actives have a fitted effect of over 55% in size
ASM inhibitor = Inhibitors of Secretory Acid Sphingomyelinase (S-ASM): qHTS; placental ASM, HMU-PC fluorogenic substrate, 60 min; Potency, µM (titrated, usually from 57.5 µM), for inactives: top-dose activity change, negative = inhibition, usual class: inhibitors; actives 0.006% (n = 340,000); AID 504937, 2011; also: potency is read from the fitted curve at half-maximal effect
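Human placenta-derived ASM preincubated with compound 10 min at room temperature, then reacted with 9 uM (final) fluorogenic HMU-PC substrate for 60 min at 37 C. Stop solution raises pH to 10; fluorescence read at Ex 386/Em 447 nm.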
USP2a block = qHTS Assay for Inhibitors of Ubiquitin-specific Protease USP2a Using CHOP2 as the Reporter | Potency, µM (top dose mostly 38.3 µM), inactives show at the top dose activity change, negative = inhibition, actives largely listed as inhibitors | Ubiquitin carboxyl-terminal hydrolase 2 (Homo sapiens), O75604 | USP2 core, Ub-CHOP2 coupled fluorogenic reporter, 485/531 | actives 0.01% (n = 330,000);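 also: potency is read from the fitted curve at half-maximal effect; plate controls were DMSO wells for no effect and full inhibition by NEM control for full effect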
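Deubiquitinase activity read as fluorescence (485/531 nm) after Ub-CHOP2 cleavage activates the enterokinase reporter on its substrate; USP2 core 10nM, Ub-CHOP2 and substrate 25nM each, 30min compound preincubation then 60min RT; data normalized to NEM, curves fitted.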
TSG101-PTAP inh = qHTS Assay for Iinhibitors of HIV-1 Budding by Blocking the Interaction of PTAP/TSG101; Potency, µM (doses to about 115 µM), without a hit: at the highest dose activity change, negative = inhibition, actives largely listed as inhibitors; Fluorescence polarization, FITC-PTAP peptide / Tsg101 binding; 340,000 tested, under 10 active; Tumor susceptibility gene 101 protein (Homo sapiens), Q99816; active = well fitted inhibition curve with a large enough effect in the main read-out, with a control signal flat, not every such curve was filed as active; inconclusive = small, poorly fitted or top-dose-only effect, or effect the other way, or a change in a side signal; inactive = no such curve, though single readings can be large or run the other way; also: potency is read from the fitted curve at half-maximal effect; % of control where 0% means no effect
Target sequence (Q99816 whole entry, looked up): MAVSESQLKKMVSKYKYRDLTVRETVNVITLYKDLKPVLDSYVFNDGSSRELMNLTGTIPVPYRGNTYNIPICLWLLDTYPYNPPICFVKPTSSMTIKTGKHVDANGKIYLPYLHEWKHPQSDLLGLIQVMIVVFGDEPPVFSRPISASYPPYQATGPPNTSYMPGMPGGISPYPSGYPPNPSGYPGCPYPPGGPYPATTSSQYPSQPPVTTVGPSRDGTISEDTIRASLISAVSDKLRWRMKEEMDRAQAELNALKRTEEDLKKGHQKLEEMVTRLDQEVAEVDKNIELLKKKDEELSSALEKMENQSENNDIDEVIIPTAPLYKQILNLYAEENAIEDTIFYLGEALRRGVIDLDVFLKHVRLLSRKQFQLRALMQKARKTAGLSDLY
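Tsg101 binding domain (10 uM final) was mixed with compound and a FITC-labeled PTAP peptide (50 nM final) in HEPES pH 7.5 buffer with NaCl, Tween 20, EDTA and TCEP; fluorescence polarization was read after 20 min at r.t.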
Integrin act MD = qHTS for Activators of Integrin-Mediated Alleviation for Muscular Dystrophy; alpha7betagal myoblasts, beta-gal FDG fluorescence, 48 h; Potency, µM (top dose mostly 38.3 µM), for the others: top-dose activation, actives largely listed as activators; actives 0.064% (n = 350,000);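 also: potency is read from the fitted curve at half-maximal effect; 100% = response of the positive control SU9516; nearly all actives have a fitted effect of over 60% in size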
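Alpha7betagal+/- myoblasts (passage 13) were plated 16-24 hr, then exposed to compounds (1:260 dilution of DMSO stock) for 48 hours at 37C. After MPER lysis, β-galactosidase reporter activity was read as FDG fluorescence (ex 480/em 540) after 30 minutes.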
TRPV1 agonist = HTS Assay for Compounds that Act as Agonists of the Vanilloid Receptor 1; actives 0.19% (n = 320,000); Transient receptor potential cation channel subfamily V member 1 (Homo sapiens), Q8NER1; activation, % at 8.33 µM; TRPV1-expressing cells, Fluo-8 calcium influx, agonist mode; in the data active = activation above about 80%; inconclusive = between about 30% and that limit; also: 0% is about no effect
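TRPV1-expressing cells were cultured overnight at 35.5C and loaded with Fluo-8 calcium dye for 40 to 90 min at room temperature. After a 10 s baseline, compound was added and calcium influx was read kinetically for 3 min (ex 480/em 520 nm).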
B2AR arrestin = qHTS assay of beta-arrestin-biased ligands of beta2-adrenergic receptor; Beta-2 adrenergic receptor (Homo sapiens), P07550; beta-arrestin recruitment to beta2AR, cell-based reporter; Potency, µM (titrated, usually from 46.1 µM), for the others: at the top dose activation, usual class: activators; actives 0.02% (n = 330,000); AID 492947, 2010;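 also: potency is read from the fitted curve at half-maximal effect; 0% = DMSO controls and full agonism = EC100 isoproterenol or metaproterenol; nearly all actives have a fitted effect of over 65% in size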
Target sequence (P07550 whole entry, looked up): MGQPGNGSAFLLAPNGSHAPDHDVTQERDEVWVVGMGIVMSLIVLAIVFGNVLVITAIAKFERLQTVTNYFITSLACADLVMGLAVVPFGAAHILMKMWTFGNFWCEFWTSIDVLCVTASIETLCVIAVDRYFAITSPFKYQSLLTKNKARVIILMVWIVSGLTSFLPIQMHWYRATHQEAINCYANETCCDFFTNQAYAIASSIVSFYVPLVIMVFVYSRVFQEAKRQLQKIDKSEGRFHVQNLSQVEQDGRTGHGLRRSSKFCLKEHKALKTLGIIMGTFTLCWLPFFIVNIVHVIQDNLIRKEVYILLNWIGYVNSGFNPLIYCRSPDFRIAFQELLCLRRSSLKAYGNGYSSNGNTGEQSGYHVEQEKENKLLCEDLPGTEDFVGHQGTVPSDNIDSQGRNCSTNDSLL
BRCA1 expr up = qHTS Assay to Identify Small Molecule Activators of BRCA1 Expression | actives 1.1% (n = 380,000) | Potency, µM (titrated, usually from 46.1 µM), without a hit: top-dose activation, usual class: activators | MCF7-BRCA1-FFLuc reporter, luminescence, 48 h; response scale: scaled: vehicle 0%, 10 µM genistein 100% | AID 624202, 2012; also: potency is read from the fitted curve at half-maximal effect; nearly all actives have a fitted effect of over 80% in size; some results filed as inactive show a strong effect at the top dose
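First, MCF7-BRCA1-FFLuc cells (2000/well) attach for 2 h; next, compounds are pin-added and incubated 48 h at 37 °C; finally, luciferase reagent is added and luminescence read after 15 min.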
Eya2 phos inh = qHTS Assay for Inhibitors of the Phosphatase Activity of Eya2; Protein phosphatase EYA2 (Homo sapiens), O00167; recombinant Eya2, OMFP fluorescence dephosphorylation (OMFP is methylfluorescein phosphate); Potency, µM (highest dose often 76.9 µM), without a hit: top-dose activity, negative = inhibition, usual class: inhibitors; actives 0.006% (n = 330,000); also: potency is read from the fitted curve at half-maximal effect; % is scaled to controls: 0 for no effect and ±100 for the full control effect
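Eya2 (0.2 uM) preincubated 10 min at ambient with compound, then OMFP substrate added at 50 uM; 10 min reaction in 50 mM HEPES pH 7.5, 50 mM NaCl, 5 uM MgCl2, 0.05% BSA, 1 mM DTT. Fluorescence read at Ex 485/Em 525 nm.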
ELG1 genotoxic = qHTS screen for small molecules that induce genotoxicity in human embryonic kidney (HEK293T) cells expressing luciferase-tagged ELG1; HEK293T ELG1-luciferase reporter, luminescence, 16 h; Potency, µM (doses to about 46 µM), for inactives: at the highest dose activity change, positive = activation, usual class: activators; actives 1.3% (n = 330,000); AID 504466, 2011; also: potency is read from the fitted curve at half-maximal effect; % of control where 0% means no effect; nearly all actives have a fitted effect of over 60% in size
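16 hr compound incubation (37 °C, 5% CO2) of HEK293T cells carrying luciferase-tagged ELG1; luciferase then measured by ONE-Glo luminescence after 30 min at RT.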
p53 reactivator = qHTS assay for re-activators of p53 using a Luc reporter; H1299 p53-A138V BP100-luciferase reporter, luminescence, 24 h; Potency, µM (highest dose often 92.2 µM), without a hit: top-dose activity change, positive = activation, most hits filed as activators; actives 0.063% (n = 320,000); AID 504706, 2011; also: potency is read from the fitted curve at half-maximal effect; % of control where 0% means no effect; nearly all actives have a fitted effect of over 45% in size
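p53-null H1299 cells stably carrying temperature-sensitive p53-A138V and a BP100-luciferase reporter were pinned with compounds (4-point, 1:5 series) and held 24 hrs at 37 deg C. Luminescence was read 10 min after detection reagent.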
The depositor's hits bear a star; ? = inconclusive; . = not tested or not shown; [ ] = dose if it differs, or a comment. Unless noted, calls follow the shape of the dose curve; as a rule, active = well fitted curve in the direction sought with a large enough effect; inconclusive = small, poorly fitted or top-dose-only effect, or another doubt; inactive = no such curve, though single readings can be large; an effect the other way counts as inactive or inconclusive.

Screens in order – USP2a block | uPA generation | BRCA1 expr up | B2AR arrestin | TRPV1 agonist | ASM inhibitor | TSG101-PTAP inh | Integrin act MD | p53 reactivator | ELG1 genotoxic | Eya2 phos inh
> O=c1[nH]nc(CNc2ccc(OC(F)(F)F)cc2)c2ccccc12
→ 0% | 9% | 34% | 0.2% | 3 | -21% | -11% | 22% | 3% | 2% | 5%
> CCOC(=O)c1cc(-c2ccccc2C)n(Cc2cc(C)no2)n1
→ -3% | -8% | -12% | 0.3% | 1 | -3% | 0% | 17% | -9% | -3% | -17%
> COc1ccc(C/C(C)=N/NC(=S)Nc2ccc(C(C)C)cc2)cc1
→ 2% | 2% | -31% | -1.3% | 22 | 2% | -4% | -39% | 7% | -1% | -8%
> CC(c1ccccc1)C1C(C#N)=C(N)OC2=C1C(=O)CC(C)(C)C2 (configuration not stated)
→ -1% | -3% | 19%[1.84 µM] | -3.0% | 18 | 5% | -5% | -12% | 5% | -2% | -2%
> O=C(Cc1ccc(S(=O)(=O)N2CCCCC2)cc1)NCc1ccc(Cl)cc1
→ -5% | -11% | -7% | 0.2% | 17 | -3% | -13% | 4% | -8% | -3% | -5%
> CN(C)/C=C/C(=O)c1cc(F)cc(C(F)(F)F)c1
→ 9% | -3% | 4% | 0.8% | 3 | 4% | -2% | -25% | -2% | 0% | 7%
> Cc1cc(OCC(=O)Nc2ccccc2N2CCCC2)ccc1C(C)C
→ 0% | 4% | -15% | -0.6% | 13 | -4% | -1% | -25% | 14% | 2% | -7%
> Cc1ccc(N2CCN(C(=S)Nc3ccccc3)CC2)cc1
→ 2% | -12% | -1% | 0.1% | 20 | -1% | -1% | -1% | 13% | 0% | -2%
> O=C(Nc1cccc(Cl)c1)c1nc[nH]c1C(=O)NCCCCNC(=O)c1[nH]cnc1C(=O)Nc1cccc(Cl)c1
→ 0% | 16% | -16% | 0.2% | . | 1% | 1% | 37% | 0% | 2% | -6%
> COc1ccc(-c2n[nH]c(C)c2-c2ccccc2OC)c(O)c1
→ -9% | 3% | -51% | -0.4% | 10 | -1% | 0% | -18% | -3% | -9% | -23%
> Cc1cccc(NC(=O)C2CCCN2S(=O)(=O)c2cccc3cccnc23)c1 (configuration not stated)
→ 2% | . | . | 0.8% | 0 | . | . | . | -3% | -3% | 5%
> CCOc1cc(NC(=O)C2CCCO2)c(OCC)cc1NC(=O)C1CC1 (configuration not stated)
→ -4% | -1% | -4% | 0.4% | 15 | 6% | -4% | -19%[7.66 µM] | -1% | 5% | 0%
> O=C(COC(=O)CC1CC2CCC1C2)NCc1ccccc1 (configuration not stated)
→ -1% | 0% | -6% | 0.1% | . | 2% | -1% | -2% | 5% | 0% | -29%
> Cc1cc(/C=N/NC(=O)c2cccnc2)c(C)n1CC(C)C
→ -2% | -1% | 37% | -0.4% | 1 | 1% | 1% | -7% | 2% | ? | 2%
> C/C(=C\C(=O)c1ccccc1)Nc1ccc(Br)c(Cl)c1
→ 0% | 1% | -1% | -0.4% | 3 | -2% | -3% | 11µM* | 14% | 13% | 8%
> O=C(NCCCn1ccnc1)c1cc(-c2cccs2)on1
→ 1% | -11% | -78% | 0.2% | 3 | 1% | -1% | -21% | 11% | ? | -3%
> COc1ccc(/C=C2\SC(=O)N(CCNC(=O)C3CSC4(C)CCC(=O)N34)C2=O)cc1 (configuration not stated)
→ -1% | -2% | 29% | 0.1% | -2 | -5% | -9% | -10% | 17% | 1% | 5%
> O=C(Nc1cc(Cl)cc(Cl)c1)N1CCN(C(=O)C2CCCO2)CC1 (configuration not stated)
→ 1% | -6% | -34% | -0.4% | -2 | 3% | -1% | -6% | -2% | -5% | -6%
> Cc1ccc(COC(=O)c2nn(C)c(=O)c3ccccc23)cc1
→ 6% | -8% | 0% | -0.2% | 6 | -3% | 0% | 9% | -2% | 2% | 9%
> O=C(CN1C(=O)C2C3c4ccccc4C(c4ccccc43)C2C1=O)Nc1ccccc1C(=O)O (configuration not stated)
→ 0% | -3% | -6% | -0.4% | 0 | 4% | -1% | 9% | -20% | -4% | 1%
> NS(=O)(=O)c1ccc(CCNC(=O)Cc2ccc(Cl)cc2)cc1
→ -1% | 2% | -1% | 0.5% | 2 | 3% | 0% | 4% | 2% | -3% | -13%
> CCNS(=O)(=O)c1ccc2nc(NC(=O)c3cccnc3)sc2c1
→ 1% | -2% | 82% | -1.1% | -3 | -6% | -3% | -28% | 11% | 8% | 3%
> O=C(COC(=O)COc1ccc(Br)cc1)NNC(=O)c1ccccc1
→ 2% | 5% | 5% | -0.2% | . | 5% | -6% | 19% | -5% | -1% | -12%
> O=C(Cn1ncn2c(cc3ccccc32)c1=O)NCCc1cccs1
→ 3% | 0% | 2% | 0.0% | 2 | 3% | -9% | 10% | 5% | 17% | 9%
> CCOc1ccc2nc(NCCCNC(=O)c3cc(OC)c(OC)c(OC)c3)c(C#N)cc2c1
→ -2% | -2% | -16% | 0.0% | -4 | . | -11% | -15% | -10% | -5% | 13%
> Cc1cccc(NC(=O)CC2NC3CCCCC3NC2=O)c1 (configuration not stated)
→ -3% | -2% | -2% | 0.5% | 3 | 0% | -12% | -2% | 9% | 2% | 7%
> Cc1ccc(NC(=O)CN2C(=O)N/C(=C/c3ccc(C)s3)C2=O)cc1
→ 11% | 2% | -6% | 0.2% | 0 | 9% | ? | 7% | ? | 8% | 4%
> COc1ccccc1NCC(=O)N/N=C/C=C/c1ccccc1
→ 1% | -27% | 0% | -0.1% | 0 | -3% | 0% | 3% | ? | 2% | -16%
> COc1ccc(CNC2c3ccccc3-c3ccccc32)cc1OC
→ 1% | 1% | -3% | -0.3% | 0 | 0% | -1% | -13% | -9% | -1% | -6%
> O=C(c1noc2c1CCCC2)N1CCN(c2ccccc2)CC1
→ 1% | . | 4% | -0.3% | ? | 0% | -4% | 3%[7.66 µM] | 8% | 15% | 3%
> COC(=O)CC1C(=O)NCCN1C(=O)Nc1cccc(Cl)c1 (configuration not stated)
→ 9% | -6% | -16% | 0.2% | 0 | 0% | -1% | 14% | 0% | -1% | -6%
> Cc1ccc(S(=O)(=O)N2CCN(C(=O)CCC(=O)NCCc3ccc(S(N)(=O)=O)cc3)CC2)c(C)c1
→ -4% | 12% | 4% | -0.7% | -5 | 5% | 1% | -5% | -2% | -3% | 11%
> COc1cccc(C(=O)NNC(=O)c2ccccc2Br)c1
→ 0% | . | 5% | -0.2% | -2 | 3% | -6% | 2% | 1% | 3% | 6%
> O=C(Nc1cccc([N+](=O)[O-])c1)c1ccc2c(c1)OCO2
→ 2% | -6% | ? | -1.2% | ? | -2% | -3% | 10% | 29% | 11% | -21%
> O=C(C1CCC(CNS(=O)(=O)c2cccs2)CC1)N1CCCCC1 (configuration not stated)
→ 6% | 2% | -3% | -2.1% | 0 | 2% | -6% | -1% | 0% | -2% | 14%

An excerpt from above, showing only Eya2 phos inh, ASM inhibitor and BRCA1 expr up.
structure | Eya2 phos inh | ASM inhibitor | BRCA1 expr up
COc1ccc(C/C(C)=N/NC(=S)Nc2ccc(C(C)C)cc2)cc1 | -8% | 2% | -31%
Cc1cc(/C=N/NC(=O)c2cccnc2)c(C)n1CC(C)C | 2% | 1% | 37%

Profiles from above. Values in the order: USP2a block	uPA generation	BRCA1 expr up	B2AR arrestin	TRPV1 agonist	ASM inhibitor	TSG101-PTAP inh	Integrin act MD	p53 reactivator	ELG1 genotoxic	Eya2 phos inh
Record of `COC(=O)CC1C(=O)NCCN1C(=O)Nc1cccc(Cl)c1` (configuration not stated) → 9%	-6%	-16%	0.2%	0	0%	-1%	14%	0%	-1%	-6%
Record of `Cc1ccc(S(=O)(=O)N2CCN(C(=O)CCC(=O)NCCc3ccc(S(N)(=O)=O)cc3)CC2)c(C)c1` → -4%	12%	4%	-0.7%	-5	5%	1%	-5%	-2%	-3%	11%
Record of `COc1cccc(C(=O)NNC(=O)c2ccccc2Br)c1` → 0%	.	5%	-0.2%	-2	3%	-6%	2%	1%	3%	6%

Assay outcomes deposited in PubChem BioAssay by National Center for Advancing Translational Sciences (NCATS).
